eIF2B yeast act = modulators of yeast eIF2B activity | S. cerevisiae eIF2B-epsilon R284H, GCN4-lacZ luminescence | inhibition, % at 25 µM (by protocol) | AID 688 | 27,000 compounds, 0.91% hits;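 active = mutant luminescence inhibited past about 50% while wild type luminescence and mutant growth stay under set limits, limit read from the data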; also: some compounds called inactive have numbers as strong as hits
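Assay system: yeast eIF2B-epsilon R284H mutant carrying GCN4–beta-galactosidase fusion / Buffer or medium: YPD / Incubation: 16 h growth with compound at 30 °C, 90 min Beta-Glo step / Detection: Beta-Glo luminescence after Z-buffer lysis, growth by 595 nm absorbance / Read-out: % inhibition of reporter signal and growth versus controls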
Yeast tox = Inhibits yeast growth, turbidity readout; 30,000 compounds, 0.3% hits; S. cerevisiae wild-type growth, A595 turbidity, 16 h; growth inhibition, % at 25 µM (by protocol);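 active = mutant and wild-type yeast strains alike exhibit over 30% growth inhibition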;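 also: 0% = untreated cell controls and 100% = YPD media blanks without cells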
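Test system: Wild-type and eIF2Bepsilon-R284H mutant S. cerevisiae, screened separately | Dosing: Single 25 µM compound dose in 0.2% DMSO | Schedule: 16 h compound exposure during growth at 30 °C | Detection: A595 turbidity | Evaluation: Growth inhibition (%) versus cell controls and blanks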
Yeast tox inhibition % = recorded beside Yeast tox, whose call it bears; growth inhibition, %; S. cerevisiae eIF2Bepsilon-R284H mutant growth, A595 turbidity, 16 h;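 each compound tested once at 25 µM; 0% equals untreated cells and 100% equals cell-free medium blanks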
eIF2B yeast act mutant toxicity = also measured in eIF2B yeast act; calls as there; growth inhibition, %; measured here: mutant yeast growth, toxicity;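 each compound tested once at 25 µM; zero equals untreated control growth and 100 equals blank medium absorbance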
* = called active by the depositor; . = no result given.

SMILES	eIF2B yeast act	eIF2B yeast act mutant toxicity	Yeast tox	Yeast tox inhibition %
O=C(Nn1c(Cc2cccs2)nc2ccccc2c1=O)c1ccc(F)c(F)c1	29	12	-25	12
CCCC(=O)N1CCN(c2ccc(NC(=O)c3ccc(Br)o3)cc2)CC1	-7	.	9	0
Cc1cc(=O)oc2cc(OCC(=O)Nc3nnc(CC(C)C)s3)ccc12	12	-62	-1	-62
CC1=CC(C)C2C(=O)N(c3ccccc3)C(=O)C2C1 (stereo unspecified)	-38	9	14	9
CCOC(=O)c1nnn(-c2nonc2N)c1CN(C)C1CCCCC1	17	23	-6	23
COc1cccc(-n2c(SCC(=O)Nc3nccs3)nnc2-c2ccoc2C)c1	1	7	-19	7
CS(=O)(=O)N1CCN(C/C=C/c2ccccc2)CC1	14	19	10	19
O=C(c1ccco1)N1N=C(c2cccs2)CC1c1ccc(F)cc1 (stereo unspecified)	.	.	12	8
CSCCOC(=O)C1=C(C)NC(=O)CC1c1ccccc1Cl (stereo unspecified)	20	-14	-7	-14
CC1(C)CC(=O)c2c(nn(-c3ccccc3)c2N)C1	21	14	23	14

Quoted from the listing:
eIF2B yeast act mutant toxicity result of CSCCOC(=O)C1=C(C)NC(=O)CC1c1ccccc1Cl (stereo unspecified) : -14
eIF2B yeast act result of Cc1cc(=O)oc2cc(OCC(=O)Nc3nnc(CC(C)C)s3)ccc12 : 12

Carrying on:
SMILES	eIF2B yeast act	eIF2B yeast act mutant toxicity	Yeast tox	Yeast tox inhibition %
CN(C)/C=C(/C#N)C(=O)c1cccc(Oc2ccc(C(C)(C)C)cc2)c1	22	3	1	3
Fc1cc2ncn(Cc3ccccc3)c2cc1F	27	-3	19	-3
Cn1cc(CCC(=O)NCc2ccc3c(c2)OCO3)c2ccccc21	.	.	17	13
Cc1ccccc1CSc1nnc(-c2cccs2)n1Cc1ccco1	.	.	25	9
COc1ccc(/C=C2\C(=O)N(c3nc(-c4ccc(Br)cc4)cs3)N=C2c2ccccc2)cc1	-43	-15	-3	-15
COC(=O)CN(n1cnnc1)S(=O)(=O)c1ccccc1Cl	.	.	7	8
CCOC(=O)c1cc(NC(=O)N(C(C)C)C(C)C)c(C)nc1C	.	.	16	5
O=C(CCC1COc2ccccc2O1)N1CCCC1 (stereo unspecified)	-6	-21	2	-21
COC(=O)Cn1cnc2ccccc2c1=O	22	22	1	22
Cc1ccc2c(c1)N(CCC(=O)NC(C)C)C(=O)CO2	23	9	7	9

7 entries from above, arranged by SMILES length, low to high.
SMILES	eIF2B yeast act	eIF2B yeast act mutant toxicity	Yeast tox	Yeast tox inhibition %
Fc1cc2ncn(Cc3ccccc3)c2cc1F	27	-3	19	-3
O=C(CCC1COc2ccccc2O1)N1CCCC1 (stereo unspecified)	-6	-21	2	-21
Cc1ccc2c(c1)N(CCC(=O)NC(C)C)C(=O)CO2	23	9	7	9
CCOC(=O)c1nnn(-c2nonc2N)c1CN(C)C1CCCCC1	17	23	-6	23
Cc1cc(=O)oc2cc(OCC(=O)Nc3nnc(CC(C)C)s3)ccc12	12	-62	-1	-62
CCCC(=O)N1CCN(c2ccc(NC(=O)c3ccc(Br)o3)cc2)CC1	-7	.	9	0
CN(C)/C=C(/C#N)C(=O)c1cccc(Oc2ccc(C(C)(C)C)cc2)c1	22	3	1	3

More records.
SMILES	eIF2B yeast act	eIF2B yeast act mutant toxicity	Yeast tox	Yeast tox inhibition %
Cc1ccc(S/C=C\C(=O)c2ccccc2)cc1	15	9	10	9
CC(C)C1OC2c3cccc4cccc(c34)C2N1c1ccccc1 (stereo unspecified)	42	-4	-14	-4
Cc1cccc2cc(CN(Cc3ccco3)C(=O)c3cccs3)c(=O)[nH]c12	5	8	-13	8
CCOC(=O)Cc1nn(C)c(=O)c2ccccc12	20	5	12	5
CCc1cc2c(=O)n(-c3ccc(Br)cc3)cnc2s1	18	8	-4	8
CCOC(=O)c1nn(-c2ccccc2)c(C#N)c1NC(=O)c1nn(CC)cc1Br	15	-10	30	-10
O=C(O)c1ccc(COc2ccc(Cl)cc2)o1	28	6	5	6
Cc1onc(-c2c(F)cccc2Cl)c1C(=O)N1CCCc2ccccc21	34	-19	18	-19
Cc1ccccc1N1CCN(c2ncnc3scc(-c4cccs4)c23)CC1	10	-33	-14	-33
CCn1c(=O)c(C(=O)CN(C)Cc2cccc(OC)c2OC)c(N)n(Cc2ccccc2)c1=O	-40	-5	12	-5
O=S(=O)(c1ccc(F)cc1)N1CCN(c2ccccc2)CC1	.	.	21	18
CCCn1c(SCC(=O)Nc2cc(Cl)ccc2OC)n[nH]c1=O	.	.	0	16
CCOC(=O)C1=NN(N=O)C2(CC(=O)N(c3cc(C)cc(C)c3)C2=O)C1 (stereo unspecified)	-14	-29	-5	-29
C=CCn1c(Sc2ccccc2)nc2c1c(=O)[nH]c(=O)n2C	12	-20	1	-20
COC(=O)c1cc(COc2ccc3c4c(c(=O)oc3c2)CCC4)c(C)o1	-20	6	4	6
Cc1cc(C)nc(SCC(=O)N/N=C/c2cccn2-c2ccc(O)cc2)n1	.	.	-2	24
COc1ccc(C2C(C#N)=C(/N=C/N3CCN(C)CC3)OC3=C2C(=O)CC(C)(C)C3)cc1OC (stereo unspecified)	25	-5	4	-5
COc1ccc(CC(=O)N2CCN(C(=O)Cc3ccc(OC)cc3)CC2)cc1	-5	-19	-11	-19
CCCOC(=O)C1=C(C)NC2=C(C(=O)CCC2)C1c1ccc(N(C)C)cc1 (stereo unspecified)	7	.	.	.
CC1(C)CC(=O)C(C=NCC2CCN(C(=O)Nc3ccc(Cl)c(Cl)c3)CC2)=C(O)C1	16	-8	-45	-8

A second format for part of the listing above.
Under each structure: eIF2B yeast act, eIF2B yeast act mutant toxicity, Yeast tox, Yeast tox inhibition %
O=C(O)c1ccc(COc2ccc(Cl)cc2)o1
→ 28, 6, 5, 6
Cc1onc(-c2c(F)cccc2Cl)c1C(=O)N1CCCc2ccccc21
→ 34, -19, 18, -19
Cc1ccccc1N1CCN(c2ncnc3scc(-c4cccs4)c23)CC1
→ 10, -33, -14, -33
CCn1c(=O)c(C(=O)CN(C)Cc2cccc(OC)c2OC)c(N)n(Cc2ccccc2)c1=O
→ -40, -5, 12, -5

Further entries follow:
SMILES	eIF2B yeast act	eIF2B yeast act mutant toxicity	Yeast tox	Yeast tox inhibition %
CCOC(=O)Cc1c[nH]c2ccccc12	23	16	3	16
CC(C)c1ccc(NC(=O)NC2CCCCC2)cc1	17	4	10	4
Cc1cc(Cl)ccc1OCc1nc(-c2ccc(O)cc2)n[nH]1	-1	.	.	.
O=C(CN1C(=O)CCSc2ccccc21)Nc1ccc2c(c1)OCO2	-26	-12	15	-12
O=C(c1ccc(Cl)nc1)N1CCc2ccccc2C1	8	-5	-1	-5
O=C1CC(N2CCN(c3nc4ccccc4s3)CC2)C(=O)N1c1ccc(F)cc1 (stereo unspecified)	15	12	21	12
Cc1nc([N+](=O)[O-])c(N2CCN(C)CC2)n1Cc1ccccc1	11	5	16	5
CCN(CC)C(=O)Cn1c(=O)n(C)c2ccccc21	19	10	18	10
CC(=O)N1CCc2cc(S(=O)(=O)NCCC(=O)NC3CCN(Cc4ccccc4)CC3)ccc21	24	14	-2	14
O=C(c1ccccc1)c1cccc(NC(=O)C2CC2)c1	18	21	22	21
Cc1ccc(S(=O)(=O)N2CCN(C(=O)CSc3nc4ccccc4c(=O)[nH]3)CC2)cc1	7	-11	-20	-11
CCOc1ccc(-c2cc(CCCC(=O)NCCc3ccccc3)no2)cc1	24	.	-21	0
COc1c(S(=O)(=O)NCCN2CCOCC2)ccc(Cl)c1Cl	.	.	9	8
COc1ccc(OCc2nn3c(-c4ccccn4)nnc3s2)cc1	10	15	8	15
CC(C)(C)CC(=O)Nc1nnc(C(F)(F)F)s1	20	-31	-17	-31
CCC(=O)Nc1ccc(Cl)c(NC(=O)c2cccnc2)c1	9	4	1	4
CCCC(c1nnnn1C(C)(C)CC)N(CCCO)Cc1cc2cc(C)cc(C)c2[nH]c1=O (stereo unspecified)	24	17	-5	17
COc1ccc(OC)c(C(C)NC(C)=O)c1 (stereo unspecified)	23	8	19	8
CCCCN(CC)S(=O)(=O)c1ccccc1	15	10	3	10
c1ccc(Cn2ncc3c2ncn2nc(-c4ccncc4)nc32)cc1	20	.	.	.
O=c1c2cc(N3CCOCC3)ccc2[nH]c(=S)n1CCN1CCCC1	17	.	34	0
COc1ccccc1C(=O)N1CCN=C1SCc1cccnc1	32	-19	-15	-19
CCOC(=O)COc1ccc(S(=O)(=O)NCc2ccncc2)cc1	-1	-4	-11	-4
CCCC(=O)NC(C)C(c1cccs1)N1CCN(c2ccccc2)CC1 (stereo unspecified)	22	8	-1	8
c1ccc(-c2c(-c3ccccc3)n(Cc3ccco3)c3ncnc(NCCCn4ccnc4)c23)cc1	3	8	4	8
COC(=O)c1cc2occc2n1Cc1c(F)cccc1Cl	-12	24	2	24
CCN1C(=O)/C(=C/c2cccs2)N(C)C1=S	17	-7	6	-7
COc1ccc(C(=O)Nc2ccncc2)cc1OC	29	-17	-1	-17
CCc1ccc(N(C(=O)c2csnn2)C(C(=O)NCc2ccccc2)c2ccco2)cc1 (stereo unspecified)	-7	.	-3	0
O=C(NCCCN1CCN(c2ccccc2F)CC1)C1CCN(S(=O)(=O)c2cccs2)CC1	12	10	9	10
C=C(C)CSc1nnc(-c2cccc(Cl)c2)n1N	19	.	4	0
COC(=O)c1[nH]c2c(c1C)C(=O)CC(c1cccs1)C2 (stereo unspecified)	14	5	4	5
O=C(NCc1ccccn1)C1CCN(S(=O)(=O)N2CCC3(CC2)OCCO3)CC1	-3	15	11	15
Cc1ccc(N(C)C(=O)N2CCN(S(=O)(=O)c3c(C)cc(C)cc3C)CC2)cc1	16	9	10	9
CCc1nnc(NC(=O)CSc2ncc(-c3ccccc3)n2C)s1	-22	.	.	.
CNC(=O)c1cc2cc(OC)ccc2n1CCN(Cc1ccccc1)Cc1ccccc1	-15	-6	-13	-6
O=C(Nc1ccc(-c2nnco2)cc1)c1ccccc1	-41	22	6	22
O=C(c1cnccn1)N1CCN(C/C=C/c2ccccc2)CC1	-7	.	-4	0
CCOC(=O)N1CCN(C(=O)CCn2nc(-c3ccccc3)ccc2=O)CC1	16	8	4	8
CC(=O)NCCn1ccc2ccccc21	-5	3	7	3
COc1ccc(-c2nc(-c3ccccc3)c(-c3cc([N+](=O)[O-])ccc3C)[nH]2)cc1O	22	-24	-6	-24
CCn1c(SCc2nnc(-c3ccccc3)o2)nnc1-c1ccc(S(=O)(=O)N2CCCC2)cc1	22	15	21	15
COc1ccc(OC)c(C(=O)COC(=O)c2ccccc2O)c1	5	38	13	38
O=C(Nc1ccc2c(c1)N(Cc1ccccc1)C(=O)c1ccccc1S2)NC1CC1	-49	10	-21	10
COc1ccc(-c2nnc(SCCC(=O)O)n2C)cc1OC	-5	.	-2	0
O=C(CN1CCC(C(=O)c2ccc3c(c2)OCCO3)CC1)NC1CCCC1	23	7	2	7
Cc1cccc(C)c1NC(=O)CSc1nnc(NC(=O)CN2CCOCC2)s1	-9	10	-35	10
COc1cccc(N2C(=O)C(c3ccccc3)=C(c3nc4ccccc4s3)C2NC(C)=O)c1 (stereo unspecified)	.	.	18	15
CCCNC(=S)N1CCC(NC(=O)C23CC4CC(CC(C4)C2)C3)CC1	37	-11	-23	-11
CN1c2ccccc2C(C)(C)C12CCCC(=O)N2 (stereo unspecified)	21	-5	11	-5

(continued)
SMILES	eIF2B yeast act	eIF2B yeast act mutant toxicity	Yeast tox	Yeast tox inhibition %
O=C(CCCc1nc(-c2ccccc2)no1)N1CCOCC1	12	7	-4	7
O=C(CSc1nc(-c2ccc(F)cc2)cc(C(F)(F)F)n1)NCCN1CCOCC1	16	-18	-10	-18
Cc1nn(CC(=O)Nc2cccnc2N2CCOCC2)c(=O)c2ccccc12	23	-4	-7	-4
CCCN(CCC)C(=O)CC(c1ccccc1)c1ccc(C)cc1O (stereo unspecified)	.	.	-4	2
COC(=O)CSc1nnc(-c2ccc(S(=O)(=O)NCc3ccccc3Cl)cc2)o1	.	.	12	15
O=C(Cc1c(F)cccc1Cl)N1CCCC1	.	.	-6	-20
Cc1nnc(SCC(=O)Nc2ccc(S(=O)(=O)N3CCCCC3)cc2)s1	.	.	26	16
CC(NC(=O)c1cccnc1)C(=O)N1CCCCC1 (stereo unspecified)	19	-9	22	-9
COC(=O)c1sccc1-n1cccc1C(=O)C(=O)N1CC(C)OC(C)C1 (stereo unspecified)	11	18	-6	18
CS(=O)(=O)N(Cc1ccc(C(=O)NC2CCCCC2O)cc1)c1ccccc1 (stereo unspecified)	-8	.	-3	0
CCOC(=O)c1c(O)c2c(n(Cc3ccco3)c1=O)CCCC2	8	-8	-9	-8
Cn1c(=O)[nH]c(=O)c2c1nc1n2CCCN1CCc1ccccc1	24	8	3	8
CCOc1ccc(OCC)c(S(=O)(=O)NCc2ccccn2)c1	-64	-5	1	-5
O=C(O)c1cc(NCc2ccccc2C(F)(F)F)ccc1N1CCOCC1	17	-14	22	-14
COc1ccc(-n2ncc3c(NCc4ccco4)ncnc32)cc1	24	19	9	19
Cc1cc(NC(=O)c2c(F)cccc2F)n(-c2nc3ccccc3[nH]2)n1	.	.	3	20
COc1ccc(Cl)cc1-c1nc(-c2ccncc2)no1	39	4	-20	4
NC(=O)c1cccn1Cc1cccc(Cl)c1	4	16	15	16

Screening data as filed in PubChem.

The list is partial; count on the stated rates, not on these rows.
